RSV CPE inhibition – inhibition of RSV-induced cytopathic effect – HEp-2 cells, primary 10 µM value included (AID 2391) | HEp-2 cells, RSV-induced CPE inhibition; higher % means a stronger effect | one-dose CPE inhibition, % at 10 µM; IC50 in µM for titrated hits | 0.13% of 310,000 active; in the data active = a potency from the dose series; inconclusive = CPE inhibition mostly from about 23% at the one dose, without a potency; inactive = the rest, 99 in 100 with CPE inhibition below about 21%; note: strong numbers were not always called active
Large T inhibition – SV40 large T antigen inhibitors, biochemical (AID 1903) | SV40 large T antigen ATPase/helicase inhibition assay; higher % means a stronger effect | one-dose inhibition, % at 20 µM; IC50 in µM for titrated hits | 0.39% of 310,000 active; in the data active = a potency from the dose series; inconclusive = inhibition mostly from about 32% at the one dose, without a potency; inactive = the rest, 99 in 100 with inhibition below about 32%; note: strong numbers were not always called active
TNAP activators – stimulation of alkaline phosphatase TNAP activity – biochemical, luminescent, no phosphate acceptor, uHTS, primary screen (AID 1001); purified TNAP, luminescent activation assay, no phosphate acceptor; higher activation fold means a stronger effect; one-dose activation fold at 20 µM; EC50 in µM for titrated hits; 0.03% of 200,000 active; in the data active = activation fold from about 3, or a potency from the dose series; inactive = the rest, 99 in 100 with activation fold below about 1.6; note: many of its hits are not listed in these tables
PMI inhibition – human PMI inhibitors, high substrate, primary screen, biochemical, fluorescence intensity, high mannose 6-phosphate (AID 1220); inhibition, % at 20 µM; hits with a dose series show IC50 in µM; 0.66% of 190,000 active; recombinant PMI enzyme, coupled fluorescence intensity; higher % means a stronger effect
PMI inhibitors – inhibitors of human PMI, primary screen, biochemical, fluorescence intensity, coupled assay (AID 1209) | purified PMI enzyme, coupled fluorescence intensity; higher % means a stronger effect | one-dose inhibition, % at 20 µM; IC50 in µM for titrated hits | 0.42% of 190,000 active;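 note: plate controls were DMSO vehicle for no effect and wells lacking substrate for full effect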
Ins promoter up – MIN6 insulin promoter up-regulation. MIN6 insulin promoter-GFP reporter, high-content imaging; stronger effect = higher value. 0.3% of 190,000 active. z-score at 5 µM;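 active = z-score above 3 at 5 µM with at least 500 cells counted in the well; inconclusive = wells under 500 cells, flagged as cytotoxic or low count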
West Nile virus CPE – inhibition of WNV-induced cytopathic effect – cell-based, CPE readout (AID 1621) | West Nile virus-infected cells, CPE inhibition; higher % means a stronger effect | 0.02% of 290,000 active | CPE inhibition, % at 10 µM; hits with a dose series show IC50 in µM; in the data active = a potency from the dose series; inconclusive = CPE inhibition mostly from about 3.7% at the one dose, without a potency; inactive = the rest, 99 in 100 with CPE inhibition below about 2.2%; note: strong numbers were not always called active
ER stress rescue – rescue of cells from ER stress-induced death, primary screen, 384-well, CSM14.1, thapsigargin, ATP luminescence (AID 1222) | CSM14.1 thapsigargin-induced death rescue, ATP luminescence; higher % means a stronger effect | one-dose cellular ATP content (survival), % at 20 µM; EC50 in µM for titrated hits | 190,000 tested, under 10 active;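 active = EC50 below 50 µM in the dose-response confirmation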;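 note: death triggered by thapsigargin at about 15 µM added after 2 h compound pretreatment; cell ATP read after overnight thapsigargin exposure of roughly 18 to 22 hours; normalized against plate controls of thapsigargin alone and 5% DMSO vehicle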
Salmonella PhoP GFP – PhoP-dependent GFP reporter repression – Salmonella Typhimurium, primary screen (AID 1863); inhibition, % at 50 µM, or IC50 in µM where a hit was titrated; 0.16% of 300,000 active; S. Typhimurium PhoP-regulated promoter GFP reporter, 4 h; higher % means a stronger effect;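 active = inhibition over 29.93%, a cutoff 3 SD above the screen mean, later confirmed by dose response; inconclusive = inhibition over 29.93% but no dose response follow-up; inactive = inhibition at most 29.93% or unconfirmed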;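 note: 0% = low Mg2+ inducing control and 100% = high Mg2+ repressing control; strong numbers were not always called active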
Ins promoter up cell count – second read-out of Ins promoter up, no call of its own (marks repeat the call); cell count; measured here: cytotoxicity, nuclei count;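 total cells summed across four imaged fields per well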
The depositor's hits bear a star; ? = inconclusive; nt = no result given. Cut-off read from the data, not from the text of the source, unless noted: active = inhibition above about 50%; inactive = the rest.

Sequence of screens: RSV CPE inhibition, Large T inhibition, TNAP activators, PMI inhibition, PMI inhibitors, Ins promoter up, Ins promoter up cell count, West Nile virus CPE, ER stress rescue, Salmonella PhoP GFP
> COC(=O)/C=C/c1c(C)[nH]c(=O)[nH]c1=O
    ?, 9%, nt, nt, nt, nt, nt, 0.2%, nt, 0%
> CC(C)N(Cc1ccccc1)C(=S)Nc1cccnc1
    0.4%, -1%, 1.1, -5%, -5%, 0.22, 1675, 0.2%, -0.4%, -5%
> CCOC(=O)Cn1cncc1-c1ccc([N+](=O)[O-])cc1
    2.8%, 8%, 1, 5%, -3%, 0.19, 1248, 0.6%, -5.5%, 3%
> Cc1cccc(-n2cc(-c3ccc([N+](=O)[O-])cc3)[nH]c2=S)c1
    2.5%, 4%, 0.7, -18%, -12%, -0.38, 1355, 0.1%, 4.0%, -10%
> CCOC(=O)C1=NNC2C(=O)N(C3CCCCC3)C(=O)C12 (centres undefined)
    1.1%, 1%, 1.1, 4%, 5%, 0.04, 1325, 0.2%, -1.4%, -2%
> Cc1ccc(NC(=S)N2CCN(C)CC2)c(C)c1
    1.1%, -11%, 1.2, -5%, -6%, 0.49, 1280, -0.4%, -7.0%, 8%
> Cc1ccc(N2C(=O)Nc3ccc(Br)cc3C2(O)C(=O)NCCCN(C)C)cc1C (centres undefined)
    0.6%, 2%, 1, 4%, 4%, 0.69, 1796, 0.0%, -1.9%, -8%
> Cc1c(C)n(CCCN(C)C)c2ncnc(NCc3ccccc3)c12
    -0.4%, 4%, nt, nt, nt, nt, nt, -0.6%, nt, 12%
> COc1ccc(OC)c(C2C3=C(COC3=O)Nc3cc4c(cc32)OCO4)c1 (centres undefined)
    -0.1%, 5%, 1.1, -1%, 3%, -1.5, 742, ?, -0.9%, -1%
> Cc1cccc(C)c1NC(=S)NCCSc1ccc(Cl)cc1
    -1.8%, 0%, 1.1, 1%, 3%, nt, nt, -0.7%, -1.4%, -3%
> Cc1ccc(N2CCN(S(=O)(=O)c3ccc(-n4cnnn4)cc3)CC2)c(C)c1
    3.9%, -9%, nt, nt, nt, nt, nt, -0.3%, nt, -5%
> COc1cc(-c2nc3cnccn3c2NC(C)(C)CC(C)(C)C)ccc1O
    -0.3%, 20%, nt, nt, nt, nt, nt, -1.5%, nt, 3%
> COc1ccc(-c2csc(Cc3nnc(N4CCOCC4)n3-c3ccccc3)n2)cc1
    0.2%, 0%, 1, -23%, -29%, nt, nt, -0.4%, 2.0%, -15%
> COc1ccc(CN(C(=O)c2cnccn2)C(C(=O)Nc2ccc(F)cc2)c2ccccc2)cc1 (centres undefined)
    0.8%, 4%, 1.1, 5%, 2%, nt, nt, 0.6%, 3.0%, 2%
> CCC1CN(C(=O)NCc2ccc(F)cc2)c2cc(Cl)ccc2O1 (centres undefined)
    1.5%, 2%, nt, nt, nt, nt, nt, -1.0%, nt, 4%
> COc1ccc(CC(=O)Nc2c3c(nn2-c2cccc(Cl)c2)CS(=O)C3)cc1 (centres undefined)
    0.2%, 27%, 1, -9%, -12%, nt, nt, 0.0%, -3.9%, 4%
> COc1cccc(CNC(=O)CCCc2c[nH]c3ccccc23)c1
    3.2%, 9%, nt, nt, nt, nt, nt, -0.7%, nt, 2%
> CCc1ccccc1OCCCOc1ccc(OC)cc1
    1.1%, -7%, 1, 5%, 15%, 0.93, 1140, 0.1%, -2.4%, 23%
> CCOC(=O)c1sc(NC(=O)CSc2nnnn2-c2ccc(C)cc2)c(C(=O)OCC)c1C
    -0.4%, 6%, 1.2, 15%, 12%, -0.05, 1957, 1.0%, -0.8%, -2%
> CCCCN(C(=O)NC(=O)Nc1ccc(C)cn1)S(C)(=O)=O
    0.6%, 0%, 1.1, 12%, 13%, 1.7, 1601, 0.4%, 1.9%, -4%
> CC1CCN(C(=O)CNC(=O)c2cccc(OC(F)F)c2)CC1
    -1.4%, 3%, 1.1, -7%, -8%, nt, nt, -0.3%, -0.3%, 10%
> CCOC(=O)CCCNC(=O)CCNC(=O)c1ccc(OCCC(C)C)cc1
    -2.6%, 15%, nt, nt, nt, 0.05, 1056, 0.3%, nt, -1%
> O=S(=O)(NC1CCCCC1Sc1ncccn1)c1ccc(Cl)cc1 (centres undefined)
    1.1%, 7%, 1.3, -26%, -30%, 0.36, 1438, -1.2%, -1.5%, -4%
> COc1cccc(NC(=O)C2CCN(S(=O)(=O)c3ccc4c(c3)NC(=O)C(C)S4)CC2)c1 (centres undefined)
    3.3%, 4%, nt, nt, nt, nt, nt, 0.3%, nt, 4%
> CN(CCc1ccccn1)C(=O)CC1C(=O)NCCN1Cc1cccc(F)c1 (centres undefined)
    0.7%, 21%, nt, nt, nt, nt, nt, -0.1%, nt, -8%
> O=C(CN1CCOCC1)Nc1ccc2c(c1)CCC2
    -0.3%, 0%, nt, nt, nt, -0.46, 1049, -0.2%, nt, -2%
> Cc1ccccc1/C=C/c1cccc[n+]1C
    -0.8%, 10%, nt, nt, nt, nt, nt, ?, nt, -5%
> CC12CN(S(=O)(=O)c3ccccc3)CC(C)(CN(S(=O)(=O)c3ccccc3)C1)C2
    -0.3%, 1%, 1.2, -4%, 1%, 1.1, 738, -1.2%, -0.4%, -14%
> COc1cc(/C=N/NC(=O)CCc2ccccc2)ccc1O
    1.1%, ?, 1.1, -3%, 2%, 1.5, 1548, nt, -1.3%, -8%
> O=C1CCCC/C1=C/NCc1ccc(F)cc1
    1.2%, 4%, 1, 15%, 20%, nt, nt, 0.8%, -0.6%, -2%
> COCCCn1c(=S)[nH]c(C)c(C)c1=O
    nt, -4%, nt, nt, nt, -0.29, 1370, 0.5%, nt, -6%
> Cc1ccnc(NC(=O)CCNC(=O)c2ccc(Cl)cc2)c1
    -0.3%, 13%, nt, nt, nt, nt, nt, -0.8%, nt, -3%
> COc1cc(CNc2nnnn2C)ccc1OCc1c(F)cccc1Cl
    0.3%, 4%, 1, -3%, -1%, 0.07, 1434, -0.4%, -1.2%, -6%
> CCOC(=O)c1ccc(NC(=O)CCn2nnc3ccccc32)cc1
    1.3%, 9%, 1.1, -11%, -6%, 0.14, 1309, 0.1%, 7.9%, -4%
> CCOC(=O)c1cc(CC)sc1/N=C/C1C(=O)CC(C)(C)CC1=O
    1.8%, 30%, 0.8, 1%, 10%, -0.26, 1532, -0.6%, -2.0%, 7%
> Cc1cc(C)nc(N2CCCC(C(=O)NCc3ccccc3F)C2)n1 (centres undefined)
    0.9%, 17%, 1.1, 0%, -2%, nt, nt, -0.7%, 2.1%, -2%
> COc1ccc(Cl)cc1C(=O)NCC(c1ccco1)N(C)C (centres undefined)
    1.1%, 7%, nt, nt, nt, nt, nt, -0.3%, nt, 0%
> Cc1c(Cl)cccc1NC(=O)CCC(=O)NNC(=O)c1ccccc1Cl
    -0.9%, 6%, 0.9, 3%, 4%, -0.36, 1647, 1.1%, -1.5%, -10%
> Cc1cccc(N2C(=O)C3C4C=CC(CC4)C3C2=O)c1 (centres undefined)
    -0.3%, 12%, nt, nt, nt, nt, nt, -0.6%, nt, -1%
> O=S(=O)(NCC1CCCO1)c1cccc2nsnc12 (centres undefined)
    -0.1%, -1%, 1.1, 7%, 3%, 0.44, 1175, 0.0%, -0.5%, 7%
> CCc1ccc(S(=O)(=O)Nc2cc3c(cc2N2CCCCC2)n(C)c(=O)c(=O)n3C)cc1
    ?, 6%, nt, nt, nt, nt, nt, 0.1%, nt, 5%
> CCc1ccccc1NC(=O)COc1cccc(-n2cnnn2)c1
    3.8%, 1%, nt, nt, nt, nt, nt, -0.2%, nt, 0%
> Cc1ccc(C(=O)OCC(=O)N2CCC(C)CC2)cc1S(=O)(=O)N1CCCCC1
    7.3%, 10%, nt, nt, nt, nt, nt, 0.5%, nt, -7%
> COCCn1c(=O)[nH]c2cc(C(=O)N3CCN(c4ccc(Cl)cc4)CC3)ccc2c1=O
    1.5%, 1%, nt, nt, nt, nt, nt, -0.8%, nt, -3%
> Cc1csc(NC(=O)CSc2nnc(Cn3c(=O)sc4ccccc43)n2-c2ccccc2)n1
    4.4%, -1%, 1.1, 1%, 0%, 0.56, 841, -1.0%, 0.0%, 10%

As a short view, some entries already given.
Sequence of screens: RSV CPE inhibition, Large T inhibition, TNAP activators, PMI inhibition, PMI inhibitors, Ins promoter up, Ins promoter up cell count, West Nile virus CPE, ER stress rescue, Salmonella PhoP GFP
> COCCCn1c(=S)[nH]c(C)c(C)c1=O
    nt, -4%, nt, nt, nt, -0.29, 1370, 0.5%, nt, -6%
> Cc1ccnc(NC(=O)CCNC(=O)c2ccc(Cl)cc2)c1
    -0.3%, 13%, nt, nt, nt, nt, nt, -0.8%, nt, -3%
> COc1cc(CNc2nnnn2C)ccc1OCc1c(F)cccc1Cl
    0.3%, 4%, 1, -3%, -1%, 0.07, 1434, -0.4%, -1.2%, -6%

Next results follow.
Sequence of screens: RSV CPE inhibition, Large T inhibition, TNAP activators, PMI inhibition, PMI inhibitors, Ins promoter up, Ins promoter up cell count, West Nile virus CPE, ER stress rescue, Salmonella PhoP GFP
> Cc1ccc(C)c2c1cc(C)c1nnc(SCC(=O)Nc3cccc(C(=O)O)c3)n12
    1.2%, 27%, nt, nt, nt, 0.76, 1001, 0.2%, nt, -10%
> COc1cc(-n2c(=O)c3ccccc3n(CC(=O)c3ccc(F)cc3)c2=O)cc(OC)c1OC
    0.8%, 10%, 1.1, -3%, 5%, -0.04, 1236, -0.5%, -2.7%, 0%
> CCN(CC)c1ccc(/C=N/NC(=O)c2ccccn2)cc1
    3.4%, ?, nt, nt, nt, nt, nt, 0.2%, nt, -8%
> COCCN(CC(=O)NCC1CCCO1)C(=O)CCC(=O)Nc1cc(C)on1 (centres undefined)
    1.6%, 6%, 1, -3%, -17%, -0.14, 994, 0.3%, -0.9%, 3%
> Cc1cc(C)n(-c2ccc(NC(=O)C3CCN(Cc4cnc(C)s4)CC3)cc2)n1
    1.1%, 0%, nt, nt, nt, nt, nt, -0.9%, nt, -5%
> Cc1ccc(NC(=O)Nc2cccs2)cc1
    0.4%, 4%, 1.2, -28%, -13%, -0.21, 1049, 0.4%, -3.5%, 21%
> CCCN1C(=O)C(O)(C/C(C)=N/O)c2ccccc21 (centres undefined)
    1.3%, 2%, 1.1, 4%, 4%, 0.36, 1019, 0.3%, -1.6%, -3%
> CCOC(=O)C(C)c1c(C(=O)c2ccc(C)nc2)c2ccccc2n1C (centres undefined)
    4.8%, 5%, nt, nt, nt, 0.02, 1445, 0.3%, nt, -1%
> CCCCC(CCC(=O)O)(C(=O)OCC)c1csc(Nc2ccccc2)n1 (centres undefined)
    1.6%, 9%, 1.1, nt, nt, 0.66, 1526, 0.3%, 3.1%, 3%
> Clc1ccc2[nH]c3c(NCC4CCCO4)ncnc3c2c1 (centres undefined)
    -2.0%, 9%, 1.1, 6%, 8%, -4.6, 785, 1.8%, 0.5%, 18%
> Cc1ccc(SCc2[nH]nc3c2C2(CCSCC2)C(C#N)=C(N)O3)cc1
    0.0%, 29%, 0.9, 23%, 23%, nt, nt, -0.7%, 6.7%, 5%
> O=C(c1ccccc1)N1CCCC(C(=O)N2CCCCCC2)C1 (centres undefined)
    0.8%, 21%, 1, -8%, -7%, 0.68, 1283, -0.7%, -1.3%, 2%
